SW480 rereplic = inducers of DNA re-replication in SW480 colon cancer cells. SW480 DNA re-replication, Hoechst DNA content imaging, 48 h. Potency, µM (titrated, usually from 46.1 µM), without a hit: at the highest dose re-replication activation, usual class: activators. 340,000 tested, 1.8% active. AID 624297; note: % of control where 0% means no effect; nearly all actives have a fitted effect of over 55% in size
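Cells (250 per well) received 23 nL compound or DMSO by pin tool and were kept 48 hr at 37 C, 5% CO2. Nuclei were then stained with Hoechst for 40 min and scanned for DNA content.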
KB-V1 MDR tox = kills drug-selected multidrug resistant KB-V1 cells. KB-V1 MDR cells viability, CellTiter-Glo, 72 h. Potency, µM (titrated, usually from 46.1 µM), for inactives: top-dose activity change, negative = cytotoxicity, usual class: cytotoxic. 400,000 tested, 3.4% active. AID 1347076; note: % is set by controls: 0 for no effect and ±100 for the full control effect; nearly all actives have a fitted effect of over 60% in size
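In this primary screen, KB-V1 cells overexpressing P-gp are incubated with library compounds (lowest to highest concentration) for 72 h at 37 degrees C before a luminescent ATP viability read.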
TDP43 rescue = inhibitors of TDP-43 toxicity in yeast | TDP-43 expressing yeast growth rescue, BacTiter-Glo, 24 h | Potency, µM (highest dose often 46.1 µM), inactives show at the highest dose growth rescue (activation), usual class: activators | 410,000 tested, 1.8% active | AID 652104; note: % of control where 0% means no effect; nearly all actives have a fitted effect of over 50% in size
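Growth rescue of TDP-43-toxic yeast measured as ATP luminescence (BacTiter-Glo). Cells grown to mid-log in raffinose, induced in galactose at OD600=0.02, exposed to compound 24 hr at 30 deg C.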
KB-3-1 tox = KB-3-1 parental cell cytotoxicity; KB-3-1 viability, CellTiter-Glo ATP luminescence, 72 h; Potency, µM (doses to about 46.1 µM), inactives show at the highest dose activity change, negative = cytotoxic, most hits filed as cytotoxic; 400,000 tested, 1.4% active; AID 1347075; note: % is set by controls: 0 for no effect and ±100 for the full control effect; nearly all actives have a fitted effect of over 60% in size
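Using CellTiter-Glo luminescence, growth of non-resistant KB-3-1 adenocarcinoma cells is assessed 72 h after pin-tool compound addition at 37 °C. Normalized responses across the concentration series yield fitted curves.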
HT1080 IDH1KD tx = HT-1080 IDH1 knockdown cell toxicity (counter line); HT-1080 IDH1 knockdown viability, ATP luminescence, 48 h; Potency, µM (top dose mostly 46.1 µM), for inactives: at the highest dose activity, negative = toxicity, most hits filed as cytotoxic; 360,000 tested, 2% active; AID 686971;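 note: 0% = DMSO wells and -100% = cell-free medium wells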
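Cytotoxicity counter-line: IDH1KD HT-1080, 48 h, CellTiter-Glo. Curves classed by r2, magnitude and activity.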
GLP1R ag = activates the human GLP-1 receptor; P43220; HEK293 GLP-1R CRE-luciferase, luminescence, 4-6 h; cells express a hypersensitive GLP-1R form; Potency, µM (series often up to 45.6 µM), without a hit: at the top dose activation, usual class: activators; 380,000 tested, 0.007% active; AID 624172; note: % of control where 0% means no effect
Target sequence (P43220 whole entry, looked up): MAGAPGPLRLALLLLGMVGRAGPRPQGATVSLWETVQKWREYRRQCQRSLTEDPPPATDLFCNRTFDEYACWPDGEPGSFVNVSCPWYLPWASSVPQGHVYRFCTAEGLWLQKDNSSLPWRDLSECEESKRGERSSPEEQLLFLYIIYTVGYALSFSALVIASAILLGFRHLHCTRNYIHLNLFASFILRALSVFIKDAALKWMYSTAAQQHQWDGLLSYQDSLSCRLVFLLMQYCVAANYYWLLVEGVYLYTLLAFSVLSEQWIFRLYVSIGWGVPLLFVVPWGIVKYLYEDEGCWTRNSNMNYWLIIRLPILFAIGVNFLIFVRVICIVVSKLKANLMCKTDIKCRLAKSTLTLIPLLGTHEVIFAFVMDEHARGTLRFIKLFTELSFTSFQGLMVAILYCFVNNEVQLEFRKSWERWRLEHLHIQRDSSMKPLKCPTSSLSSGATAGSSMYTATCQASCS
HT1080-NT tox = kills 2HG-producing HT-1080-NT fibrosarcoma cells; HT-1080-NT fibrosarcoma viability, CellTiter-Glo ATP luminescence, 48 h; Potency, µM (highest dose often 46.1 µM), without a hit: top-dose activity, negative = less viability, hits mostly cytotoxic; 360,000 tested, 1.6% active; AID 686970;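 note: NT is the 2HG producing partner of a matched IDH1 knockdown line; 0% = DMSO-treated cells and -100% = media-only wells without cells; nearly all actives have a fitted effect of over 55% in size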
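Viability by CellTiter-Glo luminescence after 48 h compound exposure at 37C of HT-1080-NT cells (750/well, RPMI, 5% FBS). % activity scaled between DMSO wells and medium-only wells, then curve-fitted and categorized by curve class.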
GLP1R cytotox = cytotoxic in the GLP-1 receptor inverse agonist counter-screen; HEK293 cAMP-luciferase reporter cells, luminescence, 24 h; Potency, µM (series often up to 38.3 µM), without a hit: at the top dose activity change, negative = inhibition, actives largely listed as inhibitors; 410,000 tested, 0.13% active; AID 624418;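 note: loss of luciferase light is scored as toxicity; % is set by controls: 0 for no effect and ±100 for the full control effect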
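A 23 nL compound transfer followed 12 hours of cell culture at 37 deg C; exposure then lasted 24 hr. Luciferase assay detection reagent was dispensed and plates read for luminescence after a 12 min room-temperature wait.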
GLP-1R inv ag = acts as inverse agonist at human GLP-1 receptor | P43220 | HEK293 GLP-1R CRE-luciferase, luminescence, 24 h; GLP-1R form is constitutively active | Potency, µM (titrated, usually from 38.3 µM), for the others: top-dose activity change, negative = inhibition, actives largely listed as inhibitors | 410,000 tested, 1.6% active | AID 624417; note: % is set by controls: 0 for no effect and ±100 for the full control effect; nearly all actives have a fitted effect of over 55% in size
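Seeding at 200 cells/uL, 12 h culture, 24 hr compound treatment, then luciferase reagent and a luminescence read; cells are HEK293 stably expressing a constitutively active GLP-1R plus cAMP-responsive luciferase.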
Starred values were filed as active, the others as inactive; ? = inconclusive; . = not tested or not shown; [ ] = dose if it differs, or a comment. Calls come from the whole dose curve; as a rule, active = well fitted curve in the direction sought with a large enough effect; inconclusive = small, poorly fitted or top-dose-only effect, or another doubt; inactive = no such curve, though single readings can be large; an effect the other way counts as inactive or inconclusive. Potency is the fitted concentration of half-maximal effect.

1	CCOC(=O)c1c(C)[nH]c(C)c1S(=O)(=O)NCC(=O)Nc1cccc(C(F)(F)F)c1
2	CCC(=O)N1CCN(c2ccc(NC(=S)NC(=O)C(C)C)cc2)CC1
3	COCCN(C(=O)CC1OC(=O)c2ccccc21)c1c(N)n(Cc2ccccc2)c(=O)[nH]c1=O (configuration not stated)
4	CCOc1ccc(OCc2ccc(C(=O)Nc3cccnc3)cc2)cc1
5	O=C(CCNS(=O)(=O)c1ccccc1F)NC1CCCCCC1
6	CSc1ncccc1C(=O)Nc1nccs1
7	C[C@H](CO)N1C[C@H](C)[C@@H](CN(C)C(=O)NC2CCCCC2)Oc2c(NS(=O)(=O)c3ccc(F)cc3)cccc2C1=O
8	CCN(CC)c1cc(C)c2cc(NC(=O)c3ccc(Br)o3)ccc2n1
Screen / compound no.	1	2	3	4	5	6	7	8
SW480 rereplic	.	-4%	1%	1%	-14%	-2%	3%	?
KB-V1 MDR tox	0%	-4%	0%	?	19%	-1%	1%	?
TDP43 rescue	24%	14%	10%	-7%	1%	-16%	-4%	23%
KB-3-1 tox	-2%	0%	1%	-21%	2%	6%	3%	?
HT1080 IDH1KD tx	.	13%	3%	-13%	0%	12%	-3%	-22%
GLP1R ag	.	1%	-5%	3%	2%	6%	-5%	-2%
HT1080-NT tox	.	12%	8%	-11%	5%[9.24 µM]	15%	3%	-15%
GLP1R cytotox	-12%	0%	-19%	5%	-7%	-14%	9%	-28%
GLP-1R inv ag	-20%	2%	-10%	?	6%	36%[activator]	26%	?

9	CCCCNC(=O)C1(C)CCN1C(=O)c1ccc2c(c1)C(C)(C)CCC2(C)C (configuration not stated)
10	O=S(=O)(/N=C/c1ccccc1O)c1cccs1
11	N#Cc1ccccc1OCC(=O)N1CCN(C(=O)c2ccco2)CC1
12	CCOC(=O)c1c[nH]c2c(C(F)(F)F)cccc2c1=O
13	CCOC(=O)Cn1c(CN(C)Cc2ccccc2)nc2c1c(=O)n(C)c(=O)n2C
14	Cc1ccc(C(=O)COC(=O)c2ccccc2NC(=O)c2ccccc2)cc1[N+](=O)[O-]
15	O=C(CC1C(=O)NCCN1Cc1ccccc1)NCCC1=CCCCC1 (configuration not stated)
16	Clc1cccc(Cl)c1/C=C/c1nc2ccccc2[nH]1
Screen / compound no.	9	10	11	12	13	14	15	16
SW480 rereplic	.	-4%	24%	-7%	-22%	2%	-19%	21%
KB-V1 MDR tox	4%	-8%	17%	4%	-11%	17%	?	?
TDP43 rescue	10%	-4%	-20%	-16%	0%	17%	7%	-17%
KB-3-1 tox	0%	?	1%	?	5%	6%	7%	?
HT1080 IDH1KD tx	-4%	8%	9%	-1%	-16%	-3%	-1%	?
GLP1R ag	15%	-6%	3%	-1%	0%	-8%	-2%	-1%
HT1080-NT tox	19%	5%	4%	2%	-6%	-8%	-2%	?
GLP1R cytotox	-1%	0%	-5%	-1%	-10%	-8%	-9%	?
GLP-1R inv ag	?	13%	9%	-7%	1%	0%	-20%	-24%

17	Cc1ccc2nc(N3C(=O)C(O)=C(C(=O)c4cc5ccccc5o4)C3c3cccs3)sc2c1 (configuration not stated)
18	COc1cc2c(cc1OC)C(C(=O)NCC1COc3ccccc3O1)C(c1cccnc1)N(C)C2=O (configuration not stated)
19	O=C(CN(CCc1ccccc1)S(=O)(=O)c1ccc(Cl)cc1)N/N=C/c1ccccc1C(=O)O
20	CC1CCC2(CC1)NC(=O)N(CC(=O)c1ccc(Cl)s1)C2=O (configuration not stated)
21	COc1ccccc1CNC(=O)C1(C)CCN1C(=O)Cc1ccc(-c2ccccc2)cc1 (configuration not stated)
22	CC(C)C[C@@]12C(=O)N(c3cccc(F)c3)C(=O)N1[C@H](c1ccc(F)cc1)[C@@H]1C(=O)N(C3CCCCC3)C(=O)[C@@H]12
23	CCOC(=O)[C@]12CCC=C1N(Cc1ccccc1)C(=O)[C@H](CC(=O)NCc1ccc(C)o1)C2
24	CCCCCC(=O)OC(CN1CCCCCC1)CN1CCCC1=O (configuration not stated)
Screen / compound no.	17	18	19	20	21	22	23	24
SW480 rereplic	19%	-1%	-1%	0%	.	?	.	-18%
KB-V1 MDR tox	7%	-4%	7%	1%	-27%	-2%	?	5%
TDP43 rescue	-7%	19%	7%	-7%	?	10%	4%	8%
KB-3-1 tox	14%	0%	4%	-6%	?	-17%	2%	1%
HT1080 IDH1KD tx	-16%	-9%	3%	-2%	?	1%	-7%	-10%
GLP1R ag	-14%	-6%	4%	-6%	-6%	-1%	-1%	-3%
HT1080-NT tox	-1%	-2%	2%	5%	?	1%	-1%	3%
GLP1R cytotox	33%[activator]	1%	2%	3%	-2%	-3%	1%	5%
GLP-1R inv ag	-6%	0%	-8%	?	?	?	-11%	3%

25	COc1ccc(N2C(=O)CSC2c2ccccc2[N+](=O)[O-])cc1 (configuration not stated)
26	Cc1cccc(C(=O)NC(=S)Nc2ccc(S(=O)(=O)N(C)c3ccccc3)cc2)c1
27	Cc1ccc(S(=O)(=O)N2Cc3ccccc3CC2C(=O)NC(C)(C)C)cc1 (configuration not stated)
28	CC(=O)c1ccc(NC(=O)COC(=O)c2ccccc2Sc2ccccc2C#N)cc1
29	CCOc1ccc(NC(=O)C2C3CCC4C(CCC32)C4(Cl)Cl)cc1 (configuration not stated)
30	COC(=O)c1cc2oc3ccccc3c2n1Cc1nc(-c2ccccc2Cl)oc1C
31	CN(C)c1ccc2c(=O)c3ccccc3oc2n1
32	c1cnc2nc(CSc3ncn[nH]3)cn2c1
Screen / compound no.	25	26	27	28	29	30	31	32
SW480 rereplic	1%	2%	10%	-12%	?	.	.	-1%
KB-V1 MDR tox	?	?	7%	0%	4%	?	-8%	-3%
TDP43 rescue	-1%[9.22 µM]	-3%	21%	21%	0%	-1%	16µM*	16%
KB-3-1 tox	-8%	-3%	-6%	?	-3%	15%	0%	11%
HT1080 IDH1KD tx	2%	-7%	6%	1%	-4%	.	-29%	8%
GLP1R ag	7%	3%	10%	11%	-4%	.	0%	0%
HT1080-NT tox	10%	1%	5%	5%	-16%	.	-15%	17%
GLP1R cytotox	2%	-2%	-3%	-28%	-23%	0%	2%	0%
GLP-1R inv ag	19%	?	-29%	5%	7.1µM*	3%	?	4%

33	COc1ccc(C2C3=C(CC(C)(C)CC3=O)Nc3c2c(=O)n(C)c(=O)n3C)cc1OC (configuration not stated)
34	COc1ccc(/C(N)=N/OC(=O)COc2ccccc2Cl)cc1
35	Cc1noc(NS(=O)(=O)c2ccc(N/C=C\C(=O)c3ccc4c(c3)OCO4)cc2)c1C
36	Cc1csc(NC(=O)CCc2c(C)nc3cc(-c4cccc(F)c4)nn3c2C)n1
37	O=C(/C(=C(\O)c1ccccc1)c1nc2ccccc2[nH]1)c1ccccc1
38	COc1ccc(-c2ccc3[nH]c4c(c3c2)CCN2C[C@@H]([C@H](C)OC(=O)Nc3cc(Cl)cc(Cl)c3)[C@@H](N(C)C(=O)Nc3cc(Cl)cc(Cl)c3)C[C@@H]42)cc1
39	C=CC[n+]1c(-c2ccc(Cl)cc2Cl)csc1Nc1c(C)n(C)n(-c2ccccc2)c1=O
40	COc1ccccc1OCc1csc(NC(=O)c2ccco2)n1
41	COc1cc(CNC(C)(C)C)cc(Br)c1OCc1cccs1
42	O=C1c2ccccc2NC2(CCCCC2)N1N=C1CCCCC1
Screen / compound no.	33	34	35	36	37	38	39	40	41	42
SW480 rereplic	-7%	?	7%	5%	-2%	.	?	2%	8%	-2%
KB-V1 MDR tox	?	-9%	-10%	4%	?	?	-30%	?	3%	-20%
TDP43 rescue	5%	5%	-16%	11%	0%	29%	7%	28%	11%	8%
KB-3-1 tox	-13%	-6%	-3%	6%	?	-19%	?	-10%	-7%	7%
HT1080 IDH1KD tx	-3%	9%	10µM*	-5%	-10%	-4%	15µM*	1%	?	23%
GLP1R ag	1%	1%	3%	-4%	10%	-3%	10%	4%	5%	4%
HT1080-NT tox	1%	7%	-2%	-16%	-7%	-19%	21µM*	-3%	?	12%
GLP1R cytotox	52%[activator]	12%	-21%	1%	?	5%	-19%	24%	17%	5%
GLP-1R inv ag	1%	-1%	4%	?	10µM*	?	?	27%	?	28%

One compound at a time (already shown). Order of screens: SW480 rereplic, KB-V1 MDR tox, TDP43 rescue, KB-3-1 tox, HT1080 IDH1KD tx, GLP1R ag, HT1080-NT tox, GLP1R cytotox, GLP-1R inv ag
Cc1noc(NS(=O)(=O)c2ccc(N/C=C\C(=O)c3ccc4c(c3)OCO4)cc2)c1C in the list: 7%, -10%, -16%, -3%, 10µM*, 3%, -2%, -21%, 4%
COc1ccccc1OCc1csc(NC(=O)c2ccco2)n1 in the list: 2%, ?, 28%, -10%, 1%, 4%, -3%, 24%, 27%
COc1ccc(/C(N)=N/OC(=O)COc2ccccc2Cl)cc1 in the list: ?, -9%, 5%, -6%, 9%, 1%, 7%, 12%, -1%
COc1ccc(-c2ccc3[nH]c4c(c3c2)CCN2C[C@@H]([C@H](C)OC(=O)Nc3cc(Cl)cc(Cl)c3)[C@@H](N(C)C(=O)Nc3cc(Cl)cc(Cl)c3)C[C@@H]42)cc1 in the list: ., ?, 29%, -19%, -4%, -3%, -19%, 5%, ?
C=CC[n+]1c(-c2ccc(Cl)cc2Cl)csc1Nc1c(C)n(C)n(-c2ccccc2)c1=O in the list: ?, -30%, 7%, ?, 15µM*, 10%, 21µM*, -19%, ?

Assay outcomes: PubChem BioAssay, National Center for Advancing Translational Sciences (NCATS)
